# A549 tox = counter-screen for Nrf2 inhibitors: cytotoxicity in A549 cells; A549 ARE-Fluc cells, CellTiter-Fluor viability, 18-24 h; Potency, µM (doses to about 46 µM), without a hit: at the top dose activity change, negative = cytotoxicity, hits mostly inhibitors; 0.16% of 390,000 active; AID 504648; further: potency means the concentration at half of the fitted maximal effect; on the % scale 0 is the no-effect control and ±100 the full control effect
#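 Cytotoxicity counterscreen: CellTiter-Fluor fluorescence was measured in A549 ARE_Fluc cells after 18-24 h of compound exposure in a concentration series. The subsequent BugLite luminescent read reports ARE-luciferase activity.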
# Mm-Cpn inhibitor = blocks the Methanococcus maripaludis chaperonin Mm-Cpn. purified Mm-Cpn ATPase, ADP Transcreener TR-FRET. Potency, µM (series often up to 76.9 µM), without a hit: at the top dose activity, negative = inhibition, usual class: inhibitors. 0.031% of 330,000 active; further: potency means the concentration at half of the fitted maximal effect; on the % scale 0 is the no-effect control and ±100 the full control effect; nearly all actives have a fitted effect of over 80% in size
#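 25 nM Mm-CPN + cpd, 10 min 37°C; + 10 uM ATP, 30 min 37°C; buffer 30 mM Tris pH 7.4, 100 mM KCl, 5 mM MgCl2, 1 mM DTT; Transcreener ADP HTRF detection 30 min RT.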
# Nrf2 block = blocks Nrf2 signaling; A549 ARE-Fluc reporter, luciferase luminescence, 18-24 h; Potency, µM (titrated, usually from 46 µM), inactives show at the top dose activity change, negative = inhibition, actives largely listed as inhibitors; 2.1% of 360,000 active; AID 504444; further: potency means the concentration at half of the fitted maximal effect; on the % scale 0 is the no-effect control and ±100 the full control effect; nearly all actives have a fitted effect of over 60% in size
#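 Reporter: ARE-Fluc in A549. Exposure: 18-24 h, 37 °C, 5% CO2, 5% FBS OPTI-MEM. Readouts: fluorescent cytotoxicity (CellTiter-Fluor), then luminescent Nrf2 signal after BugLite.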
# Nrf2 activator = Nrf2 pathway activation | AREc32 ARE-luciferase reporter (MCF7-derived line), luminescence, 24 h | Potency, µM (top dose mostly 46.1 µM), inactives show at the highest dose activation, actives largely listed as activators | 0.31% of 410,000 active | AID 624171; further: potency means the concentration at half of the fitted maximal effect; % of control where 0% means no effect; nearly all actives have a fitted effect of over 65% in size
#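 AREc32_Fluc, 1000 cells/well, OPTI-MEM + 5% FBS, o/n 37 deg C 5% CO2; 23 nL cpd by pin tool, 24 hr; Steady-Glo 30 min RT, luminescence.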
# S2 tox = viability counter-screen for ATXN expression inhibitors; 0.49% of 400,000 active; Potency, µM (top dose mostly 56.7 µM), hits mostly cytotoxic; S2 cells (HEK-293 line with an ATXN2-luciferase reporter) viability, CellTiter-Fluor protease fluorescence, 24 h; further: potency means the concentration at half of the fitted maximal effect; nearly all actives have a fitted effect of over 40% in size
# HepG2 viability = kills HepG2 cells in TGF-b inhibitor counter-screen. HepG2 CAGA-GFP viability, ATP luminescence, 18 h. 0.76% of 410,000 active. AID 588856. Potency, µM (titrated, usually from 46.1 µM), inactives show at the highest dose activity change, negative = cytotoxicity, usual class: cytotoxic; further: potency means the concentration at half of the fitted maximal effect; some results filed as inactive show a strong effect at the top dose
#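 HepG2 CAGA-GFP cells (1000/well, DMEM with 1% FBS) received compound, then TGF-beta at 500 pg/mL final, and were incubated 18 hours at 37 degrees C. Viability was read by CellTiter-Glo luminescence. Media-only wells were set as complete cell-killing and DMSO as no toxicity.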
# CCT modulator = cytosolic chaperonin activity modulation; purified chaperonin ATPase assay, HTRF ADP detection, 30 min; activity change, % (concentration not given with the values), hits read low; 0.3% of 360,000 active; AID 651819; in the data active means activity change below about -30%; further: on the % scale 0 is the no-effect control and ±100 the full control effect
#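 Enzyme 40 or 20 nM (batch-dependent) in Tris pH 7.4/KCl/MgCl2/DTT; cpd 76 uM single point; ATP 10 uM; 30 min 37 °C; Transcreener ADP HTRF detection, 30 min RT; ratio 665/615.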
# TGFb inhibitor = blocks TGF-b signaling | Potency, µM (doses to about 46.1 µM), for the others: top-dose activity, negative = inhibition, hits mostly inhibitors | HepG2 CAGA-GFP TGF-b/SMAD3 reporter, GFP fluorescence, 18 h; TGF-beta stimulated, 500 pg/mL final | 1.2% of 410,000 active | AID 588855; further: potency means the concentration at half of the fitted maximal effect; on the % scale 0 is the no-effect control and ±100 the full control effect; nearly all actives have a fitted effect of over 65% in size
#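 GFP signal (ex488/em500-530) from TGF-beta-stimulated HEPG2 CAGA-GFP cells, 500 pg/mL final, 18 h at 37 degrees C in DMEM plus 1% FBS, normalized to unstimulated and DMSO-stimulated controls.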
# Akt phos inh = blocks phosphorylation of Akt; AID 651550; activity change, % for hits at 50 µM; 0.32% of 360,000 active; Neuro2A IGF-stimulated pAkt S473 HTRF, 20 min; stronger effect = lower value; in the data active means activity change below about -80%; inconclusive means mostly about -51% to -80%; further: on the % scale 0 is the no-effect control and ±100 the full control effect
#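 Neuro2A cells (4,500/well, DMEM with 0.5% FBS) were treated with compound at a single 50 µM final concentration, stimulated with 6 nM IGF for 20 min at 37 °C, and lysed. Phospho-Akt Ser473 was read by HTRF as 665/615 ratio ×10^4.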
# The depositor's hits bear a star; i = inactive; ? = inconclusive; . = no result given; & = joins results of further samples; [ ] = dose if it differs, or a comment. Unless noted, the call rests on the fitted dose curve; in most records, active means well fitted curve in the direction sought with a large enough effect; inconclusive means small, poorly fitted or top-dose-only effect, or another doubt; inactive means no such curve, though single readings can be large; an effect the other way counts as inactive or inconclusive.
# The opening 2 records, ahead of the listing:
# Order of values: A549 tox | Mm-Cpn inhibitor | Nrf2 block | Nrf2 activator | S2 tox | HepG2 viability | CCT modulator | TGFb inhibitor | Akt phos inh
[1] NC(=O)c1ccc(NC(=O)COC(=O)/C=C/c2ccc3c(c2)OCO3)cc1
    1.7% | -1.8% | 3.3% | 0.4% | i | -11.3% | -0.4 | -21.8% | i
[2] Cc1ccc(C)c(NC(=O)CN2C(=O)C(C)(C)c3ccccc32)c1
    ? | . | . | 3.0% | i | 4.3% | . | -12.0% | .

# Main list (from the top)
# Order of values: A549 tox | Mm-Cpn inhibitor | Nrf2 block | Nrf2 activator | S2 tox | HepG2 viability | CCT modulator | TGFb inhibitor | Akt phos inh
[1] NC(=O)c1ccc(NC(=O)COC(=O)/C=C/c2ccc3c(c2)OCO3)cc1
    1.7% | -1.8% | 3.3% | 0.4% | i | -11.3% | -0.4 | -21.8% | i
[2] Cc1ccc(C)c(NC(=O)CN2C(=O)C(C)(C)c3ccccc32)c1
    ? | . | . | 3.0% | i | 4.3% | . | -12.0% | .
[3] COc1ccc(/C=c2\sc3nc(-c4ccccc4OC)nn3c2=O)c(OC)c1
    0.4% | -0.1% | 4.2% | 3.2% | i | -15.4% | -2.6 | 0.5% | i
[4] O=[N+]([O-])c1cc2c(cc1CN1CCN(c3ccccc3)CC1)OCO2
    4.1% | -1.2% | ? | 3.4% | i | -12.9% | -1.0 | -19.8% | i
[5] N#C/C(=C/c1ccc(N2CCCCC2)o1)c1cccc(F)c1
    -16.9% | -1.9% | ? | 14.1µM* | i | -22.2% | -0.4 | 74.7%[activator] | i
[6] CCN=C1S/C(=C\c2cn(CC(=O)NCc3ccco3)c3ccccc23)C(=O)N1CC
    -9.7% | -0.6% | ? | 2.2% | i | 0.4% | -2.2 | 10.8% | i
[7] CCCCSCCCNC(=O)C1CCC(CNS(=O)(=O)c2c(C)cc(C)cc2C)CC1 (stereo unspecified)
    -1.1% | . | . | 3.4% | . | -6.0% | . | 0.0% | .
[8] CC(=O)Nc1nnc(-c2ccc3c(c2)CCCC3)o1
    -11.8% | 1.1% | 26.1% | 0.2% | ? | -35.5% | -20.0 | -23.1% | i
[9] CC(=O)NC(Cc1ccccc1)C(=O)N1CCN(C(=S)NCC(C)C)CC1 (stereo unspecified)
    -0.2% | -3.8% | 6.0% | -0.4% | i | 12.4% | 0.1 | 4.2% | i
[10] C[C@@H]1CCCCO[C@H](CN(C)S(=O)(=O)c2cccs2)[C@H](C)CN([C@@H](C)CO)C(=O)c2cc(NC(=O)NC3CCCCC3)ccc2O1
    . | . | . | -0.6% | ? | 1.0% | -4.2 | 15.5% | i
[11] COCCNC(=O)c1ccc(CS(=O)(=O)c2ccccc2)o1
    -2.0% | -27.4% | 1.3% | -0.3% | i | 1.5% | 0.2 | -4.5% | i
[12] COc1ccccc1CNc1nc2cc(-c3ccsc3)sc2c(=O)n1C
    . | . | . | ? | i | -7.7% | 2.7 | ? | i
[13] O=c1c2cnn(-c3ccc(F)cc3)c2ncn1Cc1ccc(F)cc1
    2.2%&-6.4% | 0.2% | 4.6%&-12.3% | -0.8%&3.4% | i | -26.4%&-24.6% | 0.2 | -24.2%&27.1% | i
[14] COc1ccc(-c2sc3ccc(OC)cc3c2-c2ccc(O)cc2)cc1
    0.3% | ? | ? | -1.3% | ? | -103.6% | -2.0 | ? | i
[15] COc1cccc(NC(=O)CN2C(=O)COc3ccc(C)cc32)c1
    1.0% | -1.2% | ? | 0.0% | i | 0.2% | 0.6 | 2.6% | i

# (continued)
# Order of values: A549 tox | Mm-Cpn inhibitor | Nrf2 block | Nrf2 activator | S2 tox | HepG2 viability | CCT modulator | TGFb inhibitor | Akt phos inh
[16] O=C(NCc1cccnc1)Nc1cccc(F)c1
    5.8% | -1.2% | 2.5% | -0.6% | i | 7.7% | 1.9 | 9.8% | i
[17] Cc1cc(C)n(CC(O)Cn2ccc3ccccc32)n1 (stereo unspecified)
    5.5% | -0.6% | . | 0.7% | i | 0.6% | 0.0 | 1.7% | i
[18] O=S(=O)(NCc1cccnc1)c1ccccc1
    3.6% | 0.5% | ? | 0.3% | ? | -7.4% | -0.9 | -3.5% | i
[19] Cc1csc(NC(=O)CSc2ccc([N+](=O)[O-])cn2)n1
    1.8% | -0.2% | 8.8% | 3.4% | i | -12.0% | 0.7 | 2.0% | i
[20] S=C(NCc1cccnc1)Nc1cccc2ccccc12
    17.6% | -1.6% | 14.8% | -0.9% | i | -1.7% | 1.9 | 0.3% | i
[21] Cc1ccc(-c2nc3ncccc3o2)cc1NC(=O)c1ccccc1Br
    -1.9% | . | ? | 5.1% | . | -6.6% | . | -2.4% | .
[22] CCOc1ccccc1NC(=O)COC(=O)C1CC(=O)N(c2c(C)cccc2C)C1 (stereo unspecified)
    -0.1% | 0.3% | 0.3% | -0.2% | i | 6.6% | -1.1 | 13.5% | i
[23] CCOc1ccc(Nc2nc(NCC(=O)O)nc(N)c2[N+](=O)[O-])cc1
    -8.1% | 0.7% | -2.5% | -0.3% | ? | -0.9% | -0.3 | -5.0% | i
[24] CCOc1cc(C(=O)Nc2cc3c(cc2N2CCOCC2)n(C)c(=O)n3C)cc(OCC)c1OCC
    -0.8%&0.6% | -1.4% | 16.0%&-9.4% | 3.9%&-0.1% | i | 1.7%&-19.7% | -1.4 | 6.1%&-7.0% | i

# Random excerpt: 3 records from the list
# Order of values: A549 tox | Mm-Cpn inhibitor | Nrf2 block | Nrf2 activator | S2 tox | HepG2 viability | CCT modulator | TGFb inhibitor | Akt phos inh
[21] Cc1ccc(-c2nc3ncccc3o2)cc1NC(=O)c1ccccc1Br
    -1.9% | . | ? | 5.1% | . | -6.6% | . | -2.4% | .
[19] Cc1csc(NC(=O)CSc2ccc([N+](=O)[O-])cn2)n1
    1.8% | -0.2% | 8.8% | 3.4% | i | -12.0% | 0.7 | 2.0% | i
[24] CCOc1cc(C(=O)Nc2cc3c(cc2N2CCOCC2)n(C)c(=O)n3C)cc(OCC)c1OCC
    -0.8%&0.6% | -1.4% | 16.0%&-9.4% | 3.9%&-0.1% | i | 1.7%&-19.7% | -1.4 | 6.1%&-7.0% | i
